# Bioassay records: PubChem, several laboratories
# HSF-1 act = increases HSF-1 driven luciferase reporter signal | NIH3T3-HGL HSF-1 luciferase reporter, MG132, 8 h; 100% = twice DMSO control signal | activation, % at 9 µM | 300,000 compounds, 1.7% hits | AID 504408;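 active = mean replicate activation of at least 50% with a set share of replicates each reaching 50%; inconclusive = only one of those two conditions met; inactive = mean below 50% and too few replicates reaching it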;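 also: 0% = median of the neutral control wells and 100% = twice that signal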
# aSyn UTR inh = 5' untranslated region of α-synuclein, MLPCN primary screen. inhibition, % (tested at 7.5 µM). alpha-synuclein 5'UTR reporter, inhibitor activity. AID 1813. 300,000 compounds, 0.82% hits; in the data active = inhibition above about 60%; inconclusive = no clear call, values can overlap the other calls;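 also: H4 neuroglioblastoma cells stably carrying SNCA 5'UTR luciferase fusion; 0% = DMSO wells and 100% = positive control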
# AI-2 QS modul = modulates the Vibrio harveyi AI-2 quorum sensing system; Vibrio harveyi JMH597 AI-2 luminescence/OD600 ratio, 9 h; stronger effect = lower value; strain lacks LuxN and CqsS sensors; 0 = neutral-control median; activity change, % at 7.5 µM; 300,000 compounds, 0.4% hits; in the data active = activity change below about -75%, passing the limit was not always enough; inconclusive = no clear call, values can overlap the other calls;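 also: luminescence divided by OD600 gain over 9 h not by final OD600 alone; inactives centre near 13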
# HSP90 inh = blocks HSP90-mediated luciferase refolding in reticulocyte lysate; Rabbit reticulocyte lysate, luciferase refolding luminescence, 3 h; inhibition, % at 5.6 µM; 290,000 compounds, 0.91% hits;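 active = inhibition above the screen-wide mean plus 3 SD, computed separately per campaign, cut at about 16% in these data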;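 also: 0% = DMSO wells and 100% = 60 µM geldanamycin wells; inhibitors lower the luminescence because luciferase stays unfolded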
# KLF5 inh = inhibitors of KLF5 expression | AID 1700 | 290,000 compounds, 0.23% hits | inhibition, % at 5 µM | DLD-1 KLF5 promoter-luciferase reporter, luminescence;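 active = inhibition above a per-plate limit of that plate's mean compound inhibition plus 3 SD, cut at about 60% in these data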;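 also: 0% = DMSO wells and 100% = LY294002 at 200 µM; higher means less KLF5 promoter-driven luciferase light; inactives centre near -14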
# GSK3beta inhib = inhibitors of human GSK3beta kinase | 300,000 compounds, 0.038% hits | GST-GSK3beta kinase, ADP-Glo luminescence, 60 min; stronger effect = lower value | activity score (negative = inhibition), % at 10 µM | P49841;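 active = more than half of replicate wells score below -50%, meaning over 50% inhibition versus plate controls; inconclusive = some replicates but at most half score below -50%; inactive = no replicate scores below -50%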;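 also: 0% = median DMSO wells and -100% = median GW8510 positive control wells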
#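 test system = GST-tagged human GSK3beta kinase, cell-free | reagent = 25 µM ATP with peptide substrate | dosing = one dose of 10 µM per compound | schedule = 60 min reaction, RT | detection = luminescent ADP-Glo measurement of ADP formed | control set = DMSO neutral wells and GW8510 at 20 µM as positive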
# HSF1 inh = HSF1 inhibition | 300,000 compounds, 0.77% hits | NIH3T3-HGL HSE-luciferase, MG132-induced, luminescence 8 h; stronger effect = lower value | AID 2098 | activity change, negative = inhibition, % at 7.5 µM (by protocol);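 active = more than half of replicate wells show activity change below -50%, luminescence cut by over half; inconclusive = some wells, but at most half, below -50%; inactive = no replicate well below -50%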;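 also: luciferase reports HSF-1 transcriptional activity via heat shock element; 0% = median of DMSO wells and -100% = zero luminescence signal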
# PolyA inhibitor = inhibitors of polyadenylation in S. cerevisiae | S. cerevisiae SKY197-pL101 polyadenylation reporter, beta-gal luminescence; efflux-impaired pdr1/pdr3 knockout yeast; score 100 = 6 SD above DMSO | AID 1875 | 300,000 compounds, 0.02% hits | calls only at 12 µM;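 active = lowest replicate activity score at least 50, where 100 means six control SD above control mean; inconclusive = lowest score under 50 but half or more replicates reach 50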;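 also: yeast exposed to compound for 9 h at 30 °C; higher score means more reporter readthrough which indicates perturbed polyadenylation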
# IEC-6 cytotox = IEC-6 cytotoxicity, counter-screen for KLF5 inhibitors; luminescence viability; inhibition, % at 5 µM; 290,000 compounds, 0.78% hits; AID 1825; in the data active = inhibition above about 22%;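 also: 0% = plate median of test compound wells and 100% = cytotoxic reference compound wells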
# GSK3 alpha inh = human GSK-3 alpha kinase inhibition. ADP-Glo luminescence, 60 min. inhibition, % at 10 µM. 320,000 compounds, 0.1% hits;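 in the data active = inhibition above about 50%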;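 also: GST-tagged GSK-3 alpha with peptide substrate and 25 µM ATP; 0% = DMSO neutral wells and 100% = GW8510 positive control wells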
# Target sequence (P49840 whole entry, looked up): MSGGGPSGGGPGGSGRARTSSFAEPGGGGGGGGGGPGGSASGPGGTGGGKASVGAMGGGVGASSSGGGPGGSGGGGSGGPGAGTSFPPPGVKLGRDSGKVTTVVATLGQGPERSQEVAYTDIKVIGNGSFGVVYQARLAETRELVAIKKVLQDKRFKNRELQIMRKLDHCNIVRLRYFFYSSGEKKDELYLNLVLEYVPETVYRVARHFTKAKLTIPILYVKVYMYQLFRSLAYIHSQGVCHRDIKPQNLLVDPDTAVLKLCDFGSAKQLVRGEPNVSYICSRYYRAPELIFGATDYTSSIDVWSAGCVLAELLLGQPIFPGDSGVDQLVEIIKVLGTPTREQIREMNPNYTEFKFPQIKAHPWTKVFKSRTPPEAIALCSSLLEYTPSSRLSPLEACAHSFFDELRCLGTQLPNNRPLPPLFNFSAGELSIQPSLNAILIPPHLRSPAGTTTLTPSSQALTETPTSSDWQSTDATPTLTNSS
# Starred values were filed as active, the others as inactive; i = inactive; u = inconclusive; x = no result given; & = joins results of further samples. The list is partial; rates above refer to the full screens.
[1] COC(=O)C1=C(CSCc2ccco2)NC(=O)NC1c1cc(C)ccc1C (stereo unspecified)
[2] CC(=O)CCc1oc2ccc(C)cc2c1-c1ccc(C)o1
[3] COc1cc(C)c(CN2CCC(n3nccc3NC(=O)C3CC3)CC2)cc1C
[4] Cc1ccc(-c2ccc(CCC(=O)O)n2NC(N)=S)cc1
[5] Cc1ccc2nc(NCCc3ccc(Cl)cc3)c3nncn3c2c1
[6] O=C(CCS(=O)(=O)c1ccc(F)cc1)Nc1nnc(-c2ccc(F)cc2)o1
[7] N#Cc1c(N2C(=O)C3C4C=CC(C4)C3C2=O)sc2c1CCC2 (stereo unspecified)
[8] O=C1CCCC(O)=C1N=Nc1c(Cl)cc(Cl)cc1Cl
[9] Cc1c(C(=O)O)oc2ccc(S(=O)(=O)N3CCC(C)CC3)cc12
[10] CC(C)(C)C(=O)Cn1ncc(N2CCOCC2)c(Br)c1=O
assay / compound	1	2	3	4	5	6	7	8	9	10
GSK3 alpha inh	-0.4	0.7	-3.0	-1.3	-0.3	-2.6	-0.3	1.3	-2.0	-1.6
aSyn UTR inh	3.2	-12.0	-41.7	-39.6	-27.8	-4.1	-10.4	-11.1	x	-30.8
HSF1 inh	9.4	-2.8	-2.6	-9.5	11.5	5.9	-2.8	-0.5	x	3.7
AI-2 QS modul	28.3	2.6	10.7	33.1	13.3	20.8	-18.5	16.7	x	1.2
IEC-6 cytotox	2.6	3.1	-1.4	-5.4	-3.3	x	-2.0	3.4	3.7	-6.3
KLF5 inh	9.2	-21.1	-8.6	-11.8	-73.6	x	-3.0	-20.3	-1.8	-41.0
HSP90 inh	2.7	-2.7	0.5	-2.6	4.9	x	-3.4	-0.8	2.2	-3.2
PolyA inhibitor	i	i	i	i	i	i	i	i	x	i
GSK3beta inhib	-0.6	0.4	0.3	-0.2	-2.7	-0.1	3.4	-2.6	x	0.1
HSF-1 act	-5.3	11.7	-4.7	-5.4	26.8	-3.4	0.2	7.2	x	-8.2

# Nothing new here: entries from further up.
[6] O=C(CCS(=O)(=O)c1ccc(F)cc1)Nc1nnc(-c2ccc(F)cc2)o1
[7] N#Cc1c(N2C(=O)C3C4C=CC(C4)C3C2=O)sc2c1CCC2 (stereo unspecified)
[8] O=C1CCCC(O)=C1N=Nc1c(Cl)cc(Cl)cc1Cl
[9] Cc1c(C(=O)O)oc2ccc(S(=O)(=O)N3CCC(C)CC3)cc12
[10] CC(C)(C)C(=O)Cn1ncc(N2CCOCC2)c(Br)c1=O
assay / compound	6	7	8	9	10
GSK3 alpha inh	-2.6	-0.3	1.3	-2.0	-1.6
aSyn UTR inh	-4.1	-10.4	-11.1	x	-30.8
HSF1 inh	5.9	-2.8	-0.5	x	3.7
AI-2 QS modul	20.8	-18.5	16.7	x	1.2
IEC-6 cytotox	x	-2.0	3.4	3.7	-6.3
KLF5 inh	x	-3.0	-20.3	-1.8	-41.0
HSP90 inh	x	-3.4	-0.8	2.2	-3.2
PolyA inhibitor	i	i	i	x	i
GSK3beta inhib	-0.1	3.4	-2.6	x	0.1
HSF-1 act	-3.4	0.2	7.2	x	-8.2

# Additional records.
[11] CCOc1ccc(/C=N/Nc2ccccn2)cc1OC
[12] O=C(O)c1cccc(N=NN2CCOCC2)c1
[13] Cn1cc(C(=O)N2CCc3ccccc3C2)c(=O)c2cc(S(=O)(=O)N3CCCCC3)ccc21
[14] CC(=O)NC1N=C(C)N(c2ccccc2)C1=O (stereo unspecified)
[15] O=[N+]([O-])c1ccc(S(=O)(=O)Nc2ccc(S(=O)(=O)N3CCCC3)cc2)cc1
[16] O=c1nc2cccc3c2=c(/c1=C(\O)c1ccccc1)c1ccccc1c3=O
[17] CCCCN(CC(=O)NCc1ccc(F)cc1)C(=O)c1ccco1
[18] O=C(COC(=O)c1ccccc1)NCc1ccco1
[19] Cc1cc(=O)oc2cc(NC(=O)c3ccccc3C(=O)O)ccc12
[20] N#C/C(=C/c1ccc2c(c1)OCO2)C(=O)Nc1ccc(O)cc1
assay / compound	11	12	13	14	15	16	17	18	19	20
GSK3 alpha inh	0.6	-1.7	0.2	-1.2	0.8	2.7	-1.2	-1.8	5.2	-2.9
aSyn UTR inh	-176.7	-6.9	-13.0	-6.4	13.4	-16.4	-11.7	-17.4	5.9	-60.5
HSF1 inh	12.9	-10.5	-1.1	2.9	2.7	-8.3	0.3	0.2	18.6	11.5
AI-2 QS modul	20.8	50.5	18.8	-2.6	17.2	8.6	14.6	11.8	15.4	-5.0
IEC-6 cytotox	5.7	0.3	-2.1	-5.4	3.3	14.7	4.2	-0.4	4.9	-2.5
KLF5 inh	-48.1	-53.8	-7.0	-45.2	-36.9	-17.8	-13.7	3.9	-2.7	0.1
HSP90 inh	-0.3	2.1	-0.8	-1.4	0.8	0.5	-0.7	-1.3	6.2	0.3
PolyA inhibitor	i	i	i	i	i	i	i	i	i	i
GSK3beta inhib	-1.0	2.7	-0.5	-4.0	2.1	-4.1	-1.4	4.0	2.0	-3.5
HSF-1 act	27.7	-3.1	-0.6	-3.8	7.8	9.8	1.7	-11.7	46.3	30.5

# Ordered by length of the SMILES (rising): some entries from above.
[14] CC(=O)NC1N=C(C)N(c2ccccc2)C1=O (stereo unspecified)
[16] O=c1nc2cccc3c2=c(/c1=C(\O)c1ccccc1)c1ccccc1c3=O
[13] Cn1cc(C(=O)N2CCc3ccccc3C2)c(=O)c2cc(S(=O)(=O)N3CCCCC3)ccc21
assay / compound	14	16	13
GSK3 alpha inh	-1.2	2.7	0.2
aSyn UTR inh	-6.4	-16.4	-13.0
HSF1 inh	2.9	-8.3	-1.1
AI-2 QS modul	-2.6	8.6	18.8
IEC-6 cytotox	-5.4	14.7	-2.1
KLF5 inh	-45.2	-17.8	-7.0
HSP90 inh	-1.4	0.5	-0.8
PolyA inhibitor	i	i	i
GSK3beta inhib	-4.0	-4.1	-0.5
HSF-1 act	-3.8	9.8	-0.6

# New compounds follow:
[21] CCC(C)NC(=O)CSc1nc2ccsc2c(=O)n1NC(=O)c1ccccc1 (stereo unspecified)
[22] O=C(NCC(c1ccco1)N1CCN(c2ccc(F)cc2)CC1)OCc1ccccc1 (stereo unspecified)
[23] CN1CCN(S(=O)(=O)c2cccc(C(=O)N(c3ccccn3)C3CCCCC3)c2)CC1
[24] COc1ccc2cc(C(=O)N3CCN(c4ccccc4OC)CC3)[nH]c2c1
[25] Cc1[nH]c2ccc3c(ncn3CCC#N)c2c1C
[26] CCOC(=O)N1CCC(NCCNC(=O)c2ccccc2)CC1
[27] CCC(C)NS(=O)(=O)c1ccc(NC(=O)C(Sc2ccccc2)c2ccccc2)cc1 (stereo unspecified)
assay / compound	21	22	23	24	25	26	27
GSK3 alpha inh	x	-4.5	-0.7	7.5	3.4	-3.0&-0.9	-1.4
aSyn UTR inh	-66.6	1.4	-3.2	0.5	8.1	-1.0	u
HSF1 inh	11.0	5.0	-1.7	1.9	9.2	-5.8	4.5
AI-2 QS modul	-4.8	36.5	10.4	4.0	13.6	6.0	17.9
IEC-6 cytotox	-1.5	7.1	-0.4	-5.9	4.6	-4.1	-6.8
KLF5 inh	-38.0	2.0	-13.6	-5.4	-21.7	-12.5	7.7
HSP90 inh	-1.7	4.6	-2.9	1.0	1.3	-1.1	3.1
PolyA inhibitor	i	i	i	i	i	i	i
GSK3beta inhib	-4.7	0.9	3.1	11.3	-1.0	-0.6	-2.2
HSF-1 act	31.5	3.7	-21.7	12.1	41.0	-14.2	7.6
